Screening data as filed in PubChem.
HEK cytotox: cytotoxic compounds in HEK 293 cells; Potency, µM (series often up to 115 µM), inactives show at the top dose activity change, negative = cytotoxicity, hits mostly inhibitors; hit rate 6.6% among 94,000; HEK 293 viability, ATP luminescence (CellTiter-Glo), 48-72 h; also: potency is read from the fitted curve at half-maximal effect; nearly all actives have a fitted effect of over 60% in size
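ATP-coupled CellTiter-Glo luminescence served as viability read-out, recorded 10 min after reagent addition at room temperature. HEK 293 cells, 250 cells/well, had been incubated with pintool-transferred compound for 48 or 72 hr at 37 degree Celsius.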
IP6K1 inhibitor: inhibitors of human IP6K1; Q92551; IP6K1 kinase, ADP-Glo luminescence, 2 h; hits give low values; activity change, % (series mostly up to about 58 µM); hit rate 0.81% among 140,000; AID 1645851; in the data active = activity change below about -25%
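ADP-Glo luminescence measures ADP made by human IP6K1 during a 2 h RT reaction with ATP/IP6 (mix at 1.3 mM/130 uM); top library doses 57.5 and 19.1 uM final.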
HEK293 viab: cell viability loss counter-screen | hit rate 0.12% among 150,000 | AID 1671193 | HEK-293-SNCA-luc viability, GF-AFC fluorescence, 24 h | Potency, µM (series often up to 57.1 µM), for inactives: at the top dose activity change, negative = cytotoxicity, actives largely listed as cytotoxic;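 also: potency is read from the fitted curve at half-maximal effect; 0% = DMSO-treated cells and -100% = medium-only wells without cells; nearly all actives have a fitted effect of over 30% in size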
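HEK-293-SNCA-luc cells (1500/well) plated 24 h, then exposed 24 h to a dilution series; GF-AFC added 30 min at 37C, fluorescence 405/540 nm; normalised to medium-only and DMSO wells, Hill fit.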
FLuc inh: inhibitors of firefly (Photinus pyralis) luciferase. P08659. hit rate 2.5% among 76,000. Potency, µM (highest dose often 115 µM), inactives show top-dose activity change, negative = inhibition, actives largely listed as inhibitors. purified P. pyralis luciferase, luminescence, biochemical; also: potency is read from the fitted curve at half-maximal effect; nearly all actives have a fitted effect of over 65% in size
Target sequence (P08659 whole entry, looked up): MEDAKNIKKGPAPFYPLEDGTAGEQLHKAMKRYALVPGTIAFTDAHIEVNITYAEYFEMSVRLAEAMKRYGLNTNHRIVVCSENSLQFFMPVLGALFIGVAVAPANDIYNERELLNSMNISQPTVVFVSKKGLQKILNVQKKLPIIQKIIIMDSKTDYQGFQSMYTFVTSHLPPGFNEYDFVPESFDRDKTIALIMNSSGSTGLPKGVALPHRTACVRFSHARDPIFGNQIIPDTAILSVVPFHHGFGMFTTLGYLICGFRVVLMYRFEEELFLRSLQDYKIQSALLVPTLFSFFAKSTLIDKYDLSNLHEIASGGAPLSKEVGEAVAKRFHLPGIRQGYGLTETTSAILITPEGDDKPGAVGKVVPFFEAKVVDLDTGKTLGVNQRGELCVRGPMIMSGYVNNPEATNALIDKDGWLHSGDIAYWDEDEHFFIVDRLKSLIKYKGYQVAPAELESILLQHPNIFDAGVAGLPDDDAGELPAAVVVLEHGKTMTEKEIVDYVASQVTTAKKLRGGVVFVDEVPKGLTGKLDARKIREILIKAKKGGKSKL
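Purified P. pyralis luciferase (10nM final) in 50mM Tris acetate pH 7.5, 10mM Mg acetate, 0.01% Tween-20, 0.05% BSA with 10uM D-luciferin and 10uM ATP. Compounds titrated qHTS. Luminescence imaged on CCD.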
SNCA expr inh: SNCA gene expression inhibition | HEK-293 SNCA-luciferase knock-in, luminescence, 24 h | Potency, µM (highest dose often 57.2 µM), for the others: at the top dose activity change, negative = inhibition, usual class: inhibitors | hit rate 0.17% among 140,000;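 also: potency is read from the fitted curve at half-maximal effect; plate controls were DMSO cells for no effect and cell-free wells for full effect; nearly all actives have a fitted effect of over 45% in size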
GPT2 inhibitor: inhibitors of human GPT2 alanine aminotransferase; Potency, µM (series often up to 57.7 µM), without a hit: at the top dose activity change, negative = inhibition, most hits filed as inhibitors; Recombinant GPT2, coupled pyruvate oxidase/HRP Amplex Red fluorescence; Q8TD30; hit rate 0.25% among 100,000; also: potency is read from the fitted curve at half-maximal effect; nearly all actives have a fitted effect of over 60% in size; many of its hits are not listed in these tables
Target sequence (Q8TD30 whole entry, looked up): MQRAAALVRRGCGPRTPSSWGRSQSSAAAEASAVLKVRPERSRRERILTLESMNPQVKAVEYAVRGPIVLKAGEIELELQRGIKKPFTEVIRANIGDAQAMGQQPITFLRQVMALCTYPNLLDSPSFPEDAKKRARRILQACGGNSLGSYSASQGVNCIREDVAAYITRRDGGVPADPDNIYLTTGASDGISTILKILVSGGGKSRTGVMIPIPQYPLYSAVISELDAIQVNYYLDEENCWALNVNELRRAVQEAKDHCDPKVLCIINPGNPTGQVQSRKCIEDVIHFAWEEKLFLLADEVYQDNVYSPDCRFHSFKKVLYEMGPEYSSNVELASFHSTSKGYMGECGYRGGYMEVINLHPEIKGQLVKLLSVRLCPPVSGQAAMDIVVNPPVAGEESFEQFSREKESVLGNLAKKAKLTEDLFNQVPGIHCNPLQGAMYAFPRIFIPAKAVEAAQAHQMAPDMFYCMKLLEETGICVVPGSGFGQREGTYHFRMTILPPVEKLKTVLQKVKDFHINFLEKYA
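Recombinant GPT2 (10ng/uL) with 250uM a-KG and 2mM L-alanine, 30 min at room temperature, in HEPES pH 7.5 buffer. Pyruvate detected by pyruvate oxidase/HRP/Amplex Red fluorescence after 30 min in the dark; AOA (50uM) as positive control.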
3T3 cytotox: NIH 3T3 cell cytotoxicity | hit rate 4.3% among 94,000 | Potency, µM (titrated, usually from 96.7 µM), for the others: top-dose activity change, negative = cytotoxicity, usual class: inhibitors | AID 1345082 | NIH 3T3 viability, CellTiter-Glo ATP luminescence, 48-72 h; also: potency is read from the fitted curve at half-maximal effect; nearly all actives have a fitted effect of over 55% in size
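Mouse fibroblast NIH 3T3 cells, 400 per well, received compound via pintool and were incubated for 48 or 72 hr prior to CellTiter-Glo ATP luminescence measurement.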
An asterisk follows results filed as active; i = inactive; ? = inconclusive; / = no result given; & = joins results of further samples; [ ] = dose if it differs, or a comment. Unless noted, calls follow the shape of the dose curve; as a rule, active = well fitted curve in the direction sought with a large enough effect; inconclusive = small, poorly fitted or top-dose-only effect, or another doubt; inactive = no such curve, though single readings can be large; an effect the other way counts as inactive or inconclusive. Unless noted, % is scaled to controls: 0 for no effect and ±100 for the full control effect.

The line under a structure holds: HEK cytotox	IP6K1 inhibitor	HEK293 viab	FLuc inh	SNCA expr inh	GPT2 inhibitor	3T3 cytotox
1) Cc1nn(-c2ccccc2)c2c1C(C1CC1)N(C1CN(C(=O)c3ccccn3)C1)C2=O (configuration not stated)
  ?	1	/	/	/	/	?
2) Cc1ccc(OCC(=O)N[C@@H]2CCOC[C@H]2Oc2cccc(F)c2)cc1C
  ?	10	-2%	3%	?	-22%	?
3) Cc1ccc(CNC(=O)N2CCCCCNC(=O)[C@@H]3CCCC[C@@H]32)cc1
  i	1	5%	-11%	-5%	-8%	-14%
4) Cc1nc(-c2ccccc2)sc1CCNS(=O)(=O)c1ccccc1
  /	2	-9%	/	69%[activator]	/	/
5) Cc1cccc(-n2cc(CN3CCCC(C)(O)C3)c(-c3cccc(F)c3)n2)c1 (configuration not stated)
  ?	-10	?	18µM*	5%	-4%	89µM*
6) Cc1cc(C)n(C2CCN(c3nccc(-c4ccccn4)n3)C2)n1 (configuration not stated)
  -26%	28	-7%	45µM*	83%[activator]	-19%	-24%
7) CCOc1ccc(CCNC(=O)CSc2cc(=O)n(C)c3ccccc23)cc1OCC
  /	13	7%	/	5%	/	/
8) CC(C)c1ccc(-c2nc(C3CC(=O)N(c4ccc(F)c(Cl)c4)C3)no2)cc1 (configuration not stated)
  ?	-14	3%	6%	-6%	i	?
9) Cn1cc(S(=O)(=O)N2CCCCCC2)cc1C(=O)NCc1ccccc1Cl
  /	22	10%	/	6%	/	/
10) COC(=O)[C@@H](Cc1cccnc1)NC(=O)[C@H]1CN(C(=O)c2cccnc2)CCN1C(=O)C1CCCCC1
  i	3	-2%	0%	1%	-12%	i
11) CN1C(=O)c2cccn2CC1CNC(=O)c1cc(-c2ccccc2)n[nH]1 (configuration not stated)
  -4%	13	-13%	-13%	-27%	i	-28%
12) C=C1C(=O)OC2C1CCC(=C)C1CC(OC(C)=O)C(=C)C12 (configuration not stated)
  /	-15	-26%	/	/	i	/
13) O=C(CSc1nnc2ccc3ccccc3n12)c1ccc(F)cc1
  /	11	-3%	/	135%[activator]	/	/
14) c1ccc2c(CN3CC(Oc4ccc5c(c4)OCO5)C3)cccc2c1
  ?	-10	3%	/	9%	i	?
15) CCOC(=O)c1ccc2oc(=O)n(Cc3ccccc3)c2c1
  /	16	1%	/	9%	/	/
16) Cc1ccc2c(=O)cc(C(=O)Nc3ccc(S(=O)(=O)N(C)Cc4ccccc4)cc3)oc2c1C
  /	35	6%	/	36%[activator]	/	/
17) COCc1nc(CCNC(=O)c2cc(C)n(C)n2)no1
  0%	4	-14%[12.5 µM]	-8%	-16%	0%	i
18) C[S+](=O)([O-])c1ccc(-c2nc(C(=O)NCCc3ccc(Cl)cc3)n3ccncc23)cc1
  -19%	-6	5%	/	-14%	3%	-11%
19) Cc1cc(Cl)ccc1-c1cccc(CN)c1
  40µM*	-14	?	/	-17%[87.6 µM]	-10%[88.5 µM]	32µM*
20) CCOc1ccc2c(n1)CCN(C(=O)c1nccn1C)C2
  -3%	12	5%[12.5 µM]	-2%	-1%	0%	3%
21) Cc1ccc(Cn2c(C(C)NC(=O)c3ccccc3)nc3ccccc32)cc1 (configuration not stated)
  /	18	-1%	/	?	/	/
22) Cc1noc(C2CCCCCN2C(=O)c2ccccc2)n1 (configuration not stated)
  i	6	6%	5%	1%	-6%	-2%
23) CC(C)CC(=O)O[C@@H]1OC=C(CO[C@@H]2O[C@H](CO[C@@H]3O[C@H](CO)[C@@H](O)[C@H](O)[C@H]3O)[C@@H](O)[C@H](O)[C@H]2O)[C@H]2C[C@H](O)[C@@H](CO)[C@@H]12
  /	6	-26%[23.9 µM]	/	/	-6%[17.1 µM]	/
24) Cc1nc(C)c(C(=O)N(C)C2CCc3nn(CC4CC4)c(=O)n3CC2)s1 (configuration not stated)
  i	2	-5%	-6%	5%	-4%	i
25) Cc1noc(C2CC3(CCN(C(=O)Cc4c[nH]c5ccccc45)CC3)CN2C)n1 (configuration not stated)
  -6%	-4	-13%	-2%	1%	i	0%
26) CCc1ccc(NS(=O)(=O)c2ccc3[nH]cc(C(=O)NC4CCCC4)c(=O)c3c2)cc1
  /	-11	-1%	/	-25%	/	/
27) CC(C)c1nc(CNC(=O)c2ccc(CC3CCCNC3)cc2)cs1 (configuration not stated)
  ?	30	8%	-12%	0%	-11%	-28%
28) Cc1ccc(N2CCN(C(=O)c3ccc4c(c3)N(C)C3CCCCCN3C4=O)CC2)cc1 (configuration not stated)
  40µM*	-8	-21%[12.5 µM]	-4%	-7%	i	-27%
29) Cc1nn(C)c(C)c1S(=O)(=O)N1CCC(c2noc(-c3ccccc3)n2)C1 (configuration not stated)
  ?	7	0%	2%	1%	0%	-19%
30) O=C(N[C@@H]1CCN(C(=O)c2ccc3cc[nH]c3c2)C[C@H]1O)c1cnccn1
  i	-3	2%	-5%	-10%	i	0%

A second format for 2 compounds above:
(15) CCOC(=O)c1ccc2oc(=O)n(Cc3ccccc3)c2c1
(16) Cc1ccc2c(=O)cc(C(=O)Nc3ccc(S(=O)(=O)N(C)Cc4ccccc4)cc3)oc2c1C
Compound,15,16
HEK cytotox,/,/
IP6K1 inhibitor,16,35
HEK293 viab,1%,6%
FLuc inh,/,/
SNCA expr inh,9%,36%[activator]
GPT2 inhibitor,/,/
3T3 cytotox,/,/

The listing continues.
The line under a structure holds: HEK cytotox	IP6K1 inhibitor	HEK293 viab	FLuc inh	SNCA expr inh	GPT2 inhibitor	3T3 cytotox
31) COc1ccc(S(=O)(=O)Nc2ccc(C)n(CC(=O)O)c2=O)cc1
  4%	0	10%	-9%	13%	i	i
32) Cc1ccc(C(=O)c2cn(CC(=O)NCc3ccccc3Cl)c3nc(C)ccc3c2=O)cc1
  /	3	5%	/	20%	/	/
33) COc1cccc(Nc2cn(C)c(=O)n3cc(COc4ccccc4)nc23)c1
  ?	-8	-2%[87.6 µM]	?	38%[activator][87.6 µM]	?	i
34) CCC(=O)N1CCC(n2c(C)cnc2-c2cccnc2)CC1
  i	6	-5%	5%	41%[activator]	-12%	i
35) O=C(Cn1cnc2c(oc3ccccc32)c1=O)Nc1ccc(OC(F)(F)F)cc1
  /	-7	7%	/	-11%	/	/
36) CCCCCCCC(=O)[O-].CCCCCCCC(=O)[O-].[Zn+2]
  /	-36*	-24%[23.9 µM]	/	-52%[25.6 µM]	i	/
37) CC1(C(=O)N2CCCC2C(=O)Nc2ccccc2Oc2cccnc2)CC1 (configuration not stated)
  -1%	-7	4%	-3%	0%	5%	-3%
38) O=C(NCc1ccc(C(F)(F)F)cc1)c1ccc2nnc(-c3ccc(C(F)(F)F)cc3)n2c1
  35µM*	-1	?	/	?	-6%	32µM*
39) COc1ccc(-c2nc(C)c(CCNC(=O)C(=O)Nc3ccccc3F)s2)cc1
  /	-19	-3%	/	-7%	/	/
40) Cc1ccc(CCNC(=O)c2cn(C)c3ccc(S(=O)(=O)N4CCC(C)CC4)cc3c2=O)cc1
  /	18	5%	/	-19%	/	/
41) COCCNC(=O)C1COC2(CCN(C(=O)c3ccccc3C)CC2)N1C(=O)c1cccc(OC)c1 (configuration not stated)
  i	4	-10%	2%	-18%	-5%	-24%
42) COCc1nc2c([nH]1)c(=O)n(C)c(=O)n2CC(C)C
  /	/	5%	/	?	-3%	/
43) c1cncc(CN2CCn3c(nnc3C3CCCNC3)C2)c1 (configuration not stated)
  -17%[172 µM]	11&3&10	10%[87.6 µM]	-10%&-16%[172 µM]	28%[87.6 µM]	-8%	-20%[138 µM]
44) OCC1CN(Cc2ccc(Cl)cc2)CC12CCNCC2 (configuration not stated)
  ?	45	4%[12.5 µM]	-8%	?	-23%	?
45) O=C1CCN(S(=O)(=O)c2ccccc2)CCCN(C(=O)NC2CCCCC2)CCN1
  -2%	0	5%	4%	34%[activator]	i	?
46) Cn1c(-c2ccc(S(=O)(=O)N3CCCC3)cc2)csc1=Nc1ccc(Cl)c(Cl)c1
  /	5	10%	/	10%	/	/
47) COc1ccc(-n2nc3c(N4CCC(C(=O)NCc5cccc(F)c5)CC4)nnc(C)c3c2C)cc1
  /	17	-2%	/	9%	/	/
48) OC1CCOC2(CCN(Cc3ccncc3)CC2)C1 (configuration not stated)
  -8%	-4	-5%[12.5 µM]	-10%	-8%	i	-5%
49) COCCCNC(=O)c1nn(C)c2c1CS(=O)(=O)c1ccccc1-2
  /	-7	20%	/	7%	/	/
50) COCCN1C(=O)CS(=O)(=O)C12CCN(C(=O)c1ccc(F)cc1F)CC2
  -6%	-3	25%	-12%	-3%	i	-15%
51) N#Cc1ccc(C(=O)N2CCCN(Cc3ccncc3)C(c3ccccc3)CC(=O)NCC2)cc1 (configuration not stated)
  -12%	3	3%	-10%	11%	3%	-11%
52) O=C(O)CC1(CC(=O)N[C@H]2CO[C@H]3[C@@H]2OC[C@@H]3n2nnnc2Oc2ccc(-n3cncn3)cc2)CCCC1
  1%	0	1%	-4%	2%	-9%	-4%
53) CC1(C)NC(=O)N(CC(=O)N[C@H](Cc2ccccn2)C2CC(O)C2)C1=O (some centres not stated)
  -1%	-1	3%	5%	9%	i	-1%
54) COc1cc(F)c(CN2CCN(C)C3(CCNC(=O)CC3)C2)c(F)c1 (configuration not stated)
  -14%	6	13%	-2%	?	-19%	-13%
55) Cc1ccc(CNC(=O)c2sc3nc[nH]c(=O)c3c2C)cc1
  /	1	-8%	/	7%	/	/
56) CNC(=O)c1ccc(-c2ccc(OC)nn2)cc1Cl
  -2%[172 µM]	-18	/	/	/	/	-28%[138 µM]
57) CC(C)CCN1CCc2c(n(CCOc3ccccc3)n(-c3ccccc3)c2=O)C1
  ?	-10	?	0%[172 µM]	?	i	100µM*
58) Cc1cnc(C(=O)NC2C[C@H]3CC[C@@H](C2)N3C(=O)C2(c3ccccc3)CC2)cn1 (some centres not stated)
  -11%	18	6%	1%	-15%	i	-17%
59) CCOC(=O)c1cnc2nc(NCc3cccc(Br)c3)[nH]n2c1=O
  /	38	9%	/	-4%	/	/

Compound profiles, as listed above. Values in the order: HEK cytotox | IP6K1 inhibitor | HEK293 viab | FLuc inh | SNCA expr inh | GPT2 inhibitor | 3T3 cytotox
`N#Cc1ccc(C(=O)N2CCCN(Cc3ccncc3)C(c3ccccc3)CC(=O)NCC2)cc1` (configuration not stated) across the screens: -12% | 3 | 3% | -10% | 11% | 3% | -11%
`CC(C)CCN1CCc2c(n(CCOc3ccccc3)n(-c3ccccc3)c2=O)C1` across the screens: ? | -10 | ? | 0%[172 µM] | ? | i | 100µM*
